Compound activity deposited in PubChem by National Center for Advancing Translational Sciences (NCATS).
GAA glycogen mod: inhibitors or activators of human alpha-glucosidase glycogen cleavage; Potency, µM (doses to about 76.4 µM), for inactives: at the highest dose activity change, negative = inhibition, usual class: inhibitors; 300,000 tested, 0.38% active; recombinant GAA, glycogen substrate, Amplex Red glucose oxidase fluorescence; active = well fitted inhibition curve with a large enough effect;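 also: 0% = full enzyme reaction and -100% = no-enzyme basal signal; the screen sought inhibitors and activators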
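Natural-substrate format: glycogen cleavage by 4 nM human enzyme, glucose read by Amplex Red coupling (Ex 573, Em 610 nm). Normalized to enzyme and no-enzyme controls.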
Active calls of the source: *; [ ] = another dose, or the depositor's remark. Potency is read from the fitted curve at half-maximal effect. This is a subset (hit frequency here may not be typical).

| Compound | GAA glycogen mod |
| --- | --- |
| COc1ccc(NS(=O)(=O)c2cccc(C(=O)NNC(=O)CNC(=O)c3ccccc3)c2)cc1 | -1%[76.3 µM] |
| CCN1CCC(O)(C#Cc2ccccc2)CC1 | -4% |
| Cc1ccccc1Nc1nnc(-c2ccc(C(=O)NCCO)cc2)c2ccccc12 | -2% |
| CCc1ccc(NS(=O)(=O)c2ccc(C)c(C(=O)N3CCOCC3)c2)cc1 | -8%[76.3 µM] |
| O=C(Nc1ccc(NC(=O)c2ccccc2Cl)nc1)c1ccco1 | -5% |
| CCN1CCN(C(=O)/C(=C/c2cccs2)NC(=O)c2ccc(C)c(C)c2)CC1 | -8%[76.3 µM] |
| C=CCOc1ccc(CN(C)C(=O)CNC(=O)c2ccc(-c3ccccc3)cc2)cc1 | 3% |
| O=C(COC(=O)c1ccc(Br)cc1)NC1CCCC1 | -19% |
| Cn1c(CC(=O)Nc2ccccc2)nnc1SCC(=O)NC1=NCCS1 | -1%[76.3 µM] |
| Cc1cc2oc(=O)c(CC(=O)O)c(C)c2c2occ(C(C)(C)C)c12 | -12% |
| Cc1ccc(CCNC(=O)C2CCN(S(=O)(=O)c3ccc4c(c3)NC(=O)C(C)S4)CC2)cc1 (centres undefined) | 5%[76.3 µM] |
| O=C(c1cc(Br)c[nH]1)N1CCSCC1 | -2% |
| CCc1cccc(OCC(=O)Nc2cc(S(=O)(=O)N3CCOCC3)ccc2N2CCCC2)c1 | -10%[76.3 µM] |
| O=C(CN(C(=O)CNS(=O)(=O)c1ccc(F)cc1)C1CCCC1)NCc1ccco1 | 3% |
| CC(C)(O)C#Cc1ccc(C(=O)N2CCCC(CCC(=O)NCc3ccccc3F)C2)cc1 (centres undefined) | -14%[76.3 µM] |
| O=C(CSc1nnc(NC(=O)C2CC2)s1)NCc1ccc(F)cc1 | 0%[76.3 µM] |
| CC(=O)N1c2ccc(S(=O)(=O)N(C)CC(=O)N3CCCC3)cc2CC1C (centres undefined) | 3%[76.3 µM] |
| Cc1ccc(NC(=O)NCc2cccn2C)cc1C | 4% |
| CC1CCCCN1C(=O)CSc1nnc(-c2ccco2)n1C (centres undefined) | 6% |
| O=C(CCNC(=O)c1ccc([N+](=O)[O-])cc1)NCCCN1CCCC1=O | -8%[76.3 µM] |
| CC(C(=O)NCc1cccc(Cl)c1)N1C(=O)c2ccccc2C1=O (centres undefined) | 2%[76.3 µM] |
| Cc1ccc(-c2csc(NC(=O)c3ccc(F)cc3)c2C(=O)O)cc1 | 7% |
| Cc1ccc(-n2ncc(C(=O)NCC3CCN(C4CCCC4)C3)c2C2CCN(C(=O)OC(C)(C)C)CC2)cc1C (centres undefined) | 5%[76.3 µM] |
| O=C(NCCc1ccccn1)c1nc(Cn2ccc([N+](=O)[O-])n2)no1 | 1% |
| COC(=O)[C@H](CCSC)NC(=O)[C@@H](Cc1cnc[nH]1)NC(=O)OCc1ccccc1 | 1% |
| CCOC(=O)C1CCCN(C(=O)c2cc3c(OC)c(OC)c(OC)cc3[nH]2)C1 (centres undefined) | 1% |
| CC(=O)c1ccc(N2C(=NC(=O)C3CCCO3)SC3CS(=O)(=O)CC32)cc1 (centres undefined) | 3%[76.3 µM] |
| COC(=O)CSc1nc(N2CCOCC2)c2c(c1C#N)CC(C)(C)OC2 | -3% |
| CS(=O)(=O)c1ccc(C(=O)NC(Cc2ccccc2)c2ccccc2)cc1 (centres undefined) | 0%[76.3 µM] |
| O=C(c1ccccc1)c1cc2cc(Cl)ccc2[nH]1 | -2% |
| COc1cccc(/C=N/NC(=O)c2c(C)nc3ccc(Cl)cn23)c1O | 2% |
| CC(Sc1ncnc2c1cnn2-c1ccccc1)C(=O)NCC1CCCO1 (centres undefined) | -1%[76.3 µM] |
| COc1cccc(Cn2c(=O)oc3ccccc32)c1 | 9% |
| CCc1ccc2oc(C(=O)N3CCN(C)CC3)cc(=O)c2c1 | -2% |
| CCc1cc2ccccc2nc1SCC(=O)NC1CCCC1 | 11% |
| CC(=O)Cc1nsc(NC(=O)c2ccc(COc3ccccc3Cl)o2)n1 | 7% |
| CCn1c(CC(=O)Nc2ccccc2C)nnc1SCC(=O)NC1CCCC1 | 10% |
| COc1ccccc1NC(=O)N[C@@H](Cc1c[nH]c2ccccc12)C(=O)NN | -15% |
| COc1ccccc1N1CCN(S(=O)(=O)CCNC(=O)c2ccc(Br)o2)CC1 | 2%[76.3 µM] |
| Cc1cc(S(=O)(=O)N2CCCC(N(C)CCc3ccccn3)C2)c(C)s1 (centres undefined) | 1%[76.3 µM] |
| Nc1ccc(S(=O)(=O)NC2(C(F)(F)F)NC(=O)N(c3ccc(F)cc3)C2=O)cc1 (centres undefined) | 1% |
| O=C(NCCc1c[nH]c2ccccc12)c1ccc2[nH]c(=O)c(=O)[nH]c2c1 | -2% |
| COc1nc(N)nc(N)c1NS(=O)(=O)c1ccc(C)cc1 | -7%[76.3 µM] |
| CCOc1ccccc1CNC(=O)C(C)n1nc(C)c2c(C)n(-c3ccccc3)nc2c1=O (centres undefined) | -14%[76.3 µM] |
| COc1ccccc1N(CC(=O)NC1CCCCC1)C(=O)Cn1nnc(-c2ccc(C)o2)n1 | 7%[76.3 µM] |
| COc1ccc(CN(C)Cc2cc(=O)oc3cc(C)c(C(C)C)cc23)cc1OC | 0% |
| COc1ccc(OC)c(NC(=O)CC2C(=O)NCCN2C(=O)c2ccccc2)c1 (centres undefined) | 2%[76.3 µM] |
| C[C@H](NC(=O)Cc1ccccc1)C(=O)N1CCC2(CC1)NCCc1[nH]cnc12 | -8%[76.3 µM] |
| COc1cccc(-c2c(C(=O)N/N=C/c3ccncc3)nnn2-c2nonc2N)c1 | 8%[76.3 µM] |
| Cc1ccc(C)c(CN2CCC(CNC(=O)Nc3ccc(C)c(F)c3)CC2)c1 | -1% |
| O=C(CNCc1ccc(Cl)cc1)N1CCc2ccccc2C1 | 2% |
| CCOc1ccc(C(=O)CCC(=O)N(CC)CC(=O)NCc2ccc(Cl)cc2)cc1 | -8%[76.3 µM] |
| CC(=O)c1ccc(C(=O)N2CCCC(CO)(Cc3ccccc3C)C2)s1 (centres undefined) | -1%[76.3 µM] |
| COc1ccc(S(=O)(=O)N(C)C(C)CCc2ccco2)cc1 (centres undefined) | 0% |
| O=C(NCC(=O)N1CCC(Cc2ccccc2)CC1)c1ccc(Cl)cc1 | 4%[76.3 µM] |
| COc1ccccc1/C=C(\NC(=O)c1cccc(C)c1)C(=O)Nc1ccccn1 | 2% |
| O=C(COc1ccc2ccc(=O)oc2c1)Nc1cccnc1 | -4%[76.3 µM] |
| COc1ccc(-c2cc(=O)oc3cc(OCC(=O)N[C@@H](Cc4c[nH]c5ccccc45)C(=O)O)ccc23)cc1 | 10%[76.3 µM] |
| O=C1C(=O)N(CCN2CCOCC2)C(c2ccccc2F)/C1=C(\O)c1ccc(S(=O)(=O)N2CCOCC2)cc1 (centres undefined) | 3% |
| CN(C)c1ccc(C(=O)OCC(=O)N2CCCC2)cc1 | 8% |

Some of these compounds in order of heavy-atom count, smallest number first.
| Compound | GAA glycogen mod |
| --- | --- |
| COc1nc(N)nc(N)c1NS(=O)(=O)c1ccc(C)cc1 | -7%[76.3 µM] |
| COc1ccc(S(=O)(=O)N(C)C(C)CCc2ccco2)cc1 (centres undefined) | 0% |
| O=C(NCC(=O)N1CCC(Cc2ccccc2)CC1)c1ccc(Cl)cc1 | 4%[76.3 µM] |
| Cc1ccc(C)c(CN2CCC(CNC(=O)Nc3ccc(C)c(F)c3)CC2)c1 | -1% |
| COc1ccccc1/C=C(\NC(=O)c1cccc(C)c1)C(=O)Nc1ccccn1 | 2% |
| CCOc1ccccc1CNC(=O)C(C)n1nc(C)c2c(C)n(-c3ccccc3)nc2c1=O (centres undefined) | -14%[76.3 µM] |
| COc1ccc(-c2cc(=O)oc3cc(OCC(=O)N[C@@H](Cc4c[nH]c5ccccc45)C(=O)O)ccc23)cc1 | 10%[76.3 µM] |

Later entries.
| Compound | GAA glycogen mod |
| --- | --- |
| COc1ccc(C2N(C(=O)C(F)(F)F)C(C)CN2S(=O)(=O)c2ccc(C)cc2)cc1 (centres undefined) | -1% |
| COc1ccccc1N1CCN(S(=O)(=O)CCNC(=O)C23CC4CC(CC(C4)C2)C3)CC1 | -1%[76.3 µM] |
| O=C(O)c1cc2ccc3cccc4ccc(c1)c2c34 | 0% |
| O=C(COC(=O)c1ccco1)NC1CCCC1 | 1% |
| CCn1nc(C)cc1C(=O)NC1CC(C)(C)Cc2c1cnn2-c1cccc(F)c1 (centres undefined) | -10%[76.3 µM] |
| CCN(CC)S(=O)(=O)c1ccc(S(=O)(=O)NCc2cccs2)cc1 | 2% |
| Cc1ccc(NS(=O)(=O)c2ccc(NC(=O)C3CC3)cc2)c(C)c1 | -11%[76.3 µM] |
| O=C(CSc1ccccn1)N1CCCC(Nc2ccccc2)C1 (centres undefined) | 14%[76.3 µM] |
| Cn1cc(/C=C(\NC(=O)c2ccccc2)C(=O)NCCCN2CCOCC2)c2ccccc21 | -3%[76.3 µM] |
| CCn1ccnc1CN(C)C(=O)c1cc(COc2ccc(Cl)cc2OC)on1 | 1%[76.3 µM] |
| Cc1cc(C(=O)N/N=C/c2ccc(-c3ccc([N+](=O)[O-])cc3Cl)o2)n[nH]1 | -2%[76.3 µM] |
| CCc1sc(C(=O)Nc2nccs2)cc1C | 0% |
| CCOc1cc(CNc2cccc3[nH]c(C)nc23)ccc1OC | 1% |
| CC(CNC(=O)c1ccc(OC2CCN(Cc3ccccn3)CC2)cc1)Oc1cccnc1 (centres undefined) | 0%[76.3 µM] |
| CC1CN(S(=O)(=O)c2ccccc2)C(C)N1C(=O)N1CCOCC1 (centres undefined) | -6%[76.3 µM] |
| CCOc1ccc(Nc2ccc(C(=O)O)cc2[N+](=O)[O-])cc1 | 5% |
| O=C(CNC(=O)c1ccc(Br)o1)NCc1ccc(Cl)cc1Cl | 6%[76.3 µM] |
| Cc1oc2c(F)c(F)c(F)c(F)c2c1S(=O)(=O)Nc1cccc(C(F)(F)F)c1 | -24%[76.3 µM] |
| C/C(=N\NC(=O)c1nn(C)c(C)c1Br)c1ccc(NC(=O)C2CCCC2)cc1 | -3%[76.3 µM] |
| Cc1nc(SCC(=O)N2CCOCC2)c2c(C)c(C)sc2n1 | -27%[76.3 µM] |
| Cc1ccc(S(=O)(=O)Nc2cccc(-c3ccc(N4CCCCCC4)nn3)c2)c(C)c1 | -14%[76.3 µM] |
| CCCC(=O)NCC(c1cccs1)S(=O)(=O)c1ccc(C)cc1 (centres undefined) | 1%[76.3 µM] |
| CCOC(=O)c1ccc([N+](=O)[O-])c(CS(=O)(=O)c2ccc(Cl)cc2)c1 | 0% |
| CCOc1ccc(N(CC(=O)NC2CCCC2)C(=O)c2ccc(C)s2)cc1 | -2%[76.3 µM] |
| CCn1c(CC(=O)Nc2ccccc2C)nnc1SCC(=O)Nc1nncs1 | -7%[76.3 µM] |
| CCc1nn2c(=O)cc(COc3cccc(NC(=O)c4ccco4)c3)nc2s1 | -17%[76.3 µM] |
| CCOC(=O)C1CCN(S(=O)(=O)c2c(Cl)ccc3nonc23)CC1 | -4%[76.3 µM] |
| COc1ccc(C(=O)NNC(=O)C23CC4CC(CC(C4)C2)C3)c(OC)c1 | 1% |
| CNS(=O)(=O)c1cccc(C(=O)NCC2(N3CCCCC3)CCCCC2)c1 | -3%[76.3 µM] |
| CCn1c(SCC(=O)NC2CC2)nnc1-c1csc(C)c1 | -4%[76.3 µM] |
| O=C(Nc1ccc(F)cc1F)N1CCCCCC1 | 0%[76.3 µM] |
| CCc1nnc(NC(=O)C2CC(=O)N(CCc3ccc(F)cc3)C2)s1 (centres undefined) | -2%[76.3 µM] |
| N=C1/C(=C\c2ccc(Br)o2)C(=O)N=C2SC(CC(=O)N3CCCCC3)=NN12 | 11%[76.3 µM] |
| CN(C)S(=O)(=O)c1ccc(C(=O)NCC(=O)Nc2ccc(F)c(F)c2)cc1 | -2% |
| NC(=O)c1ccc(Oc2ccc3c(c2)CCC3)c([N+](=O)[O-])c1 | 3%[76.3 µM] |
| CCC(C)(CC(=O)Nc1nccs1)c1ccccc1 (centres undefined) | -8% |
| CC(=O)c1cccc(NC(=O)c2cc(-c3ccco3)nc3ccccc23)c1 | 4% |
| Cc1ccc(C)c(Oc2coc3cc(O)ccc3c2=O)c1 | -3% |
| O=C(NC1CCCC1)C(c1ccccc1)N(C(=O)c1csnn1)C1CCCC1 (centres undefined) | 2% |
| Cn1nccc1C(=O)NC1CCCc2c1cnn2-c1ccccc1F (centres undefined) | -8%[76.3 µM] |
| Cn1cc(CN2CCC(n3nccc3NC(=O)c3ccccc3Cl)CC2)cn1 | 1%[76.3 µM] |
| Cc1cccc(NC(=O)CSc2nnc(C)c(C)n2)c1 | -2% |
| COc1ccc(Br)cc1CN1CCN(C(=O)c2ccco2)CC1 | -3% |
| COc1cccc(NC(=O)CCC2CCN(C(=O)c3cncs3)CC2)c1 | 0%[76.3 µM] |
| Cc1cccc(C(C(=O)NC2CCCC2)N(C(=O)c2csnn2)C2CC2)c1 (centres undefined) | -8% |
| Cc1ccccc1C(=O)N1CCCC(CCC(=O)N2CCN(c3ccccn3)CC2)C1 (centres undefined) | 1%[76.3 µM] |
| COc1ccc(-c2cc(=O)oc3c(C)c(OCC(=O)N[C@@H](Cc4ccc(O)cc4)C(=O)O)ccc23)cc1 | -3%[76.3 µM] |
| Cc1ccc(C(=O)Oc2ccc(Br)cc2C(=S)N2CCOCC2)cc1 | 0% |
| CCc1ccc(/C=C2\SC(=S)N(CCCC(=O)Nc3ccccc3C(=O)O)C2=O)cc1 | -8%[76.3 µM] |
| CCN(CC)S(=O)(=O)c1cc(OC)ccc1N=Nc1ccc(O)c2ncccc12 | 5% |
| CC(=O)NCCc1nc2ccccc2n1CCCCOc1ccccc1 | 1% |
| O=C(c1cccc([N+](=O)[O-])c1)N1CCN(S(=O)(=O)N2CCCCC2)CC1 | 9%[76.3 µM] |

2 compounds drawn at random from those above, as already listed:
| Compound | GAA glycogen mod |
| --- | --- |
| Cc1ccc(C(=O)Oc2ccc(Br)cc2C(=S)N2CCOCC2)cc1 | 0% |
| COc1cccc(NC(=O)CCC2CCN(C(=O)c3cncs3)CC2)c1 | 0%[76.3 µM] |
